XiGFP reactiv: reactivates the inactive X chromosome in mouse fibroblasts; XiGFP mouse fibroblasts, % GFP-positive cells imaging, 3 d; cells co-treated with 5-aza-dC sensitizer; scaled so ellipticine positive control = 100%; activation, % at 7.58 µM; 0.055% of 360,000 active;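 active = mean normalized replicate activation at least 10% and every replicate at or above 10%; inconclusive = only one of the two criteria met; inactive = mean below 10% and not all replicates reach 10%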;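 note: 0% = median of on-plate neutral control wells and 100% = ellipticine 6 µM median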
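Assay system – SV40-immortalized XiGFP fibroblast cells, line 68-5-11 · Buffer or medium – DMEM supplemented with 5-aza-dC as sensitizing agent · Dosing – one concentration, pinned · Benchmarks – positive control ellipticine, 6 µM final · Times – 3 days compound exposure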
CFTR F508del cor: CFTR F508del correction in bronchial cells. AID 720511. 0.36% of 350,000 active. CFBE cells, YFP halide quenching; stimulated with forskolin plus potentiator P3; % fluorescence drop versus neutral controls. activity (quench increase), % at 7.58 µM;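 active = mean added fluorescence quench of at least 8% versus neutral control, with both replicates also reaching 8%; inconclusive = only one of the mean or replicate conditions met; inactive = mean below 8% and not both replicates reaching 8%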;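 note: cells transiently co-express mutant CFTR-F508del with the halide-sensitive YFP; corrector assay measuring rescue of mutant channel to the surface after 24 h compound exposure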
E-sel inducer: E-selectin induction on HUVECs. P16581. HUVEC E-selectin immunofluorescence imaging; normalized: neutral wells 0, TNF-alpha wells 100. activation, % at 7.58 µM. 0.37% of 260,000 active;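 active = mean E-selectin-positive cell signal at least 10% of the positive control, reached in at least 60% of replicates, without over 20% cell loss; inconclusive = no rule given, readout overlaps actives, possibly toxicity-flagged; inactive = the rest, including those meeting only one limit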;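 note: in these data hits start at about 27%; measured in HUVEC primary endothelial cells; signal is the percent of cells scored E-selectin positive by PE staining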
Target sequence (P16581 whole entry, looked up): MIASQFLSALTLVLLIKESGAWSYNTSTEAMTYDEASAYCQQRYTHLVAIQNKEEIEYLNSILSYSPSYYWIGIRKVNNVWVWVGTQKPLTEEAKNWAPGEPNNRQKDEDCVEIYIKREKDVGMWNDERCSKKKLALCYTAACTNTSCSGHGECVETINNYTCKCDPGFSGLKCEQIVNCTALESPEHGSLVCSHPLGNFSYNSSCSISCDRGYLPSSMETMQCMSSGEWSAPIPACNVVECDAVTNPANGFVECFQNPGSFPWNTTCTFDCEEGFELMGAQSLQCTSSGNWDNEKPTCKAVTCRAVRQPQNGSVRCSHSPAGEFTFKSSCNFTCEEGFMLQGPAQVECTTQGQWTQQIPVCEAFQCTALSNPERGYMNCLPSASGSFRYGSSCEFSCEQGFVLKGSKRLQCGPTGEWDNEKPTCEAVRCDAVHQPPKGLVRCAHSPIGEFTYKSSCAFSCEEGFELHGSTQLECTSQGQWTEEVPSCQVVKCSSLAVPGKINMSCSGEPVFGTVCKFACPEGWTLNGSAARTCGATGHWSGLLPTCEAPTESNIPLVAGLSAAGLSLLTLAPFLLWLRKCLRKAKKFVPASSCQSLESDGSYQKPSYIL
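System: HUVEC, human umbilical vein endothelial cells; quantity: 3,000 cells/well; buffer or medium: EGM-2 medium, gelatin-coated wells; dosing: single-point compound dose; detection: immunofluorescence imaging; evaluation: % PE-positive cells; benchmarks: TNF-alpha, DMSO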
INS-1E GSIS act: GLuc luminescence reporter in INS-1E cells, primary screen for activators of glucose-dependent secretion of insulin | INS-1E GLuc reporter insulin secretion, 2-3 h | activation, % at 16.6 µM | 0.61% of 370,000 active;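 active = lowest replicate activation of at least 40%, so every replicate reaches that level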;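 note: 0% = median of neutral control wells and 100% = median of IBMX positive control wells; some compounds called inactive have numbers as strong as hits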
RAD54 branch: inhibitors of human RAD54 branch migration; AID 602329; Q92698; RAD54 Holliday junction branch migration, FAM/BHQ fluorescence; 0.14% of 360,000 active; inhibition, % at 10.4 µM;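 active = mean normalized replicate activity at least 40 and at least half of replicates scoring 40 or more; inconclusive = only one of the two criteria met; inactive = mean below 40 and under half of replicates reaching 40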;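 note: 0% = median of neutral control wells and 100% = median of positive control wells; inhibitors cause a drop in the FAM fluorescence signal; in these data hits start at about 50%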
DENV2 CPE rescue: DENV2-induced cell death inhibition. DENV2-infected cells, cytopathic effect rescue, plate reader. CPE inhibition, % at 9.99 µM. 1.7% of 350,000 active. AID 651640; in the data active = CPE inhibition above about 20%, passing the limit was not always enough; inconclusive = no clear call, values can overlap the other calls; tested in BHK-21 cells;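 note: 0% = median of neutral control wells and 100% = median of positive control wells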
RAD52 inh: inhibitors of human RAD52 DNA annealing | P43351 | recombinant RAD52 DNA annealing, FRET fluorescence | inhibition, % at 18.7 µM | 0.46% of 360,000 active;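 active = every replicate showing at least 50% inhibition; inconclusive = mean inhibition at least 50% but not in every replicate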
CASP6 VEID inh: blocks human caspase-6 cleavage activity; P55212; purified caspase-6, Z-VEID-R110 cleavage fluorescence; inhibition, % at 12.5 µM; 0.53% of 350,000 active; AID 686996;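 active = mean inhibition across replicates at least about 35%, with every replicate also reaching that limit, limit read from the data; inconclusive = only one of the two criteria met; inactive = neither criterion met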;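 note: 0% = median of neutral control wells and 100% = no fluorescence left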
Target sequence (P55212 24-179 limits assumed): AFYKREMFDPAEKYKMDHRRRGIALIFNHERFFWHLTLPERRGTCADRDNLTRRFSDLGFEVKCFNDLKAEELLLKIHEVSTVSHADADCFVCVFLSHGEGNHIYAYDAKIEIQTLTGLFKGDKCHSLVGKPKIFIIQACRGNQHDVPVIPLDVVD
Target sequence (P55212 194-293 limits assumed): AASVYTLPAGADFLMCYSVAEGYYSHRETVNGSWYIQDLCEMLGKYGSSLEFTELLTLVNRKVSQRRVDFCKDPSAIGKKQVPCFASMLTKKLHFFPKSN
The depositor's hits bear a star; ? = inconclusive; . = no result given.

SMILES | XiGFP reactiv | CFTR F508del cor | E-sel inducer | INS-1E GSIS act | RAD54 branch | DENV2 CPE rescue | RAD52 inh | CASP6 VEID inh
CCn1c(CCCOc2ccc(Cl)cc2Cl)n[nH]c1=S | -0.1 | -0.6 | . | -14 | -6 | . | -8 | 2
COCCNC(=O)CNC(=S)N(CCCN1CCOCC1)Cc1cccs1 | 0.2 | 1.1 | 0.0 | 1 | -5 | 3 | 0 | -2
CCN(c1ccccc1)S(=O)(=O)c1ccc(C(=O)Nc2c(C)n(C)n(-c3ccccc3)c2=O)cc1 | -0.1 | 1.6 | 3.7 | -17 | -1 | 1 | -24 | -5
CN(CCOc1ccc(Cl)cc1)C(=O)c1cc(-c2ccco2)nc2ccccc12 | 0.0 | 4.4 | -0.1 | 10 | 1 | 2 | -180 | 1
CCC(=O)c1ccc2c(c1)OCCO2 | -0.1 | -1.2 | . | 7 | . | 0 | -10 | 2
Cc1noc(C)c1C(c1ccccc1)c1ccccc1 | . | 0.5 | . | . | . | 7 | -15 | -1
Cc1cccc(S(=O)(=O)N(C)C[C@@H]2OCc3ccccc3-c3ccccc3C(=O)N([C@@H](C)CO)C[C@H]2C)c1 | -0.4 | -1.4 | -0.5 | 16 | -2 | -1 | 10 | 1
CO[C@H]1CN(C)C(=O)c2cc(NC(=O)C3CC3)ccc2OC[C@@H](C)N(C(=O)c2ccccn2)C[C@@H]1C | -0.2 | -2.4 | 0.4 | 1 | . | . | . | .
CCCCN1CC(C)(C)[C@H](CC(=O)Nc2ccc(Br)cc2)C1=O | 0.0 | -0.4 | 1.4 | -14 | . | 6 | -6 | 2
COc1ccc(/C=N/Nc2cc(N3CCCC3)nc(N3CCCC3)n2)cc1 | 0.0 | 5.0 | 0.8 | 0 | 7 | 2 | 73* | 1
COc1cccc2c1OCC(C(=O)NCc1ccc(Cl)cc1Cl)=C2 | . | . | . | 2 | -13 | . | -118 | 0
COC(=O)C1=C(C(=O)OC)[C@@H]2N(C)c3ccc(OC)cc3[C@@]23C[C@@H](C(=O)OC)N(C(=O)NC2CCCCC2)C3=N1 | -0.3 | 2.2 | 0.1 | -7 | -5 | 0 | -24 | 0
COCC#Cc1ccc2c(c1)O[C@H](CN(C)Cc1cccnc1)[C@H](C)CN([C@@H](C)CO)S2(=O)=O | -1.6 | . | 0.5 | 15 | -3 | 3 | 3 | 4
CCCN1CCN(C(=S)Nc2ccc(SC(F)F)cc2)CC1 | -0.2 | 0.5 | 5.5 | 11 | 4 | -5 | -12 | -2
Cc1cccc(C(=O)NNS(=O)(=O)c2ccccc2)c1O | 0.0 | -1.2 | . | 4 | . | -2 | 1 | 7
C[C@H]1CN([C@@H](C)CO)C(=O)c2cc(NC(=O)Cc3ccccc3)ccc2O[C@@H]1CN(C)CC1CCCCC1 | -0.9 | -1.2 | . | 12 | -8 | -4 | -6 | 0
NN=C(c1cccc([N+](=O)[O-])c1)c1cccc([N+](=O)[O-])c1 | 0.2 | 0.8 | 0.0 | 19 | -10 | -1 | -7 | -2
O=C(Cn1cnc2c(OCc3ccccc3)ncnc21)NCCCc1ccccc1 | 1.1 | -1.7 | 0.1 | -1 | 7 | . | -12 | -3
O=C(C[C@H]1C=C[C@H](NC(=O)C2CCOCC2)[C@@H](CO)O1)NCC1CCCCC1 | 0.3 | -2.2 | 1.0 | 18 | -10 | 3 | 7 | -16
CCc1nnc(NC(=O)COc2ccc([N+](=O)[O-])cc2)s1 | 0.0 | 4.8 | . | -5 | -9 | 3 | -1 | -1
COc1ccc(-n2c(Cc3cccn3C)nnc2SCC(=O)Nc2ccc3c(c2)OCCO3)cc1 | 0.1 | -0.7 | 0.0 | 3 | 3 | -2 | -20 | 20
O=C(O)/C=C/c1cnc2ccccc2c1 | 0.0 | -0.6 | . | 11 | . | -10 | -1 | 3
COc1ccc(CCNC(=O)COC(=O)c2cc(S(=O)(=O)N3CCCC3)ccc2O)cc1 | 0.1 | -0.7 | . | -1 | 3 | -1 | -12 | 6
O=C(CC1CC1)N1CC(=O)N2[C@H](C1)[C@@H](c1ccc(/C=C/c3ccccc3)cc1)[C@@H]2CO | 0.0 | 0.4 | 0.1 | -1 | . | 16 | 8 | 1
Fc1ccc(-n2cc(CNCCc3ccccn3)c(-c3ccccc3Cl)n2)cc1 | 0.0 | -0.4 | 2.4 | -28 | -18 | 3 | -137 | -3
Cc1ccccc1CN1CCN(C(=O)c2cc(-c3ccncc3)nc3ccccc23)CC1 | 0.3 | 2.1 | 0.0 | -9 | -6 | 7 | -31 | 10
CN1C(=O)/C(=N\OC(=O)c2cccc3ccccc23)c2ccccc21 | . | 1.7 | . | 21 | 5 | -4 | -7 | -2
Cc1ccccc1OCCNC(=O)CSc1ccc(C(F)(F)F)cc1[N+](=O)[O-] | 0.1 | . | -2.7 | -16 | . | 1 | -9 | 2
Cn1cc(CN2CCC(n3nccc3NC(=O)c3ccccc3Cl)CC2)c2ccccc21 | 0.0 | 1.9 | . | 6 | 8 | 3 | 4 | -9
CC(C)N(Cc1nc(-c2ccccc2)no1)C(=O)c1ccc([N+](=O)[O-])cc1 | -0.1 | 1.5 | . | -2 | . | -4 | 0 | -1
C[C@@H]1CN([C@@H](C)CO)C(=O)c2cc(NC(=O)Nc3ccc4c(c3)OCO4)ccc2O[C@@H]1CN(C)CC1CCCCC1 | 0.1 | -0.7 | 19 | -3 | 3 | -3 | 15 | 4
COc1ccc(S(=O)(=O)Nc2ccc3c(c2)C(=O)N([C@@H](C)CO)C[C@H](C)[C@@H](CN(C)C(=O)Nc2ccc4c(c2)OCO4)OCCCC[C@@H](C)O3)cc1 | -0.1 | 0.1 | -0.2 | -13 | 0 | 7 | -28 | 0
COCCn1c(SCC(=O)Nc2cccc(OC)c2)nnc1-c1ccccc1 | . | -1.9 | . | 11 | 3 | -3 | -2 | 4
COc1ccc(NC(=O)/C=C/C(=O)O)c([N+](=O)[O-])c1 | 0.3 | 0.2 | 9.2 | -7 | -2 | -4 | -11 | -2
CC(NC(=O)COC(=O)CN1C(=O)NC2(CCCC2)C1=O)c1ccc(F)cc1 (configuration not stated) | 0.0 | -2.6 | -0.6 | 0 | -1 | -1 | -25 | 5
C[C@@H]1CN([C@@H](C)CO)C(=O)Cc2cc(NC(=O)CCCCCC(=O)Nc3ccccc3N)ccc2O[C@H]1CN(C)S(C)(=O)=O | -0.1 | -2.5 | -20 | -5 | 3 | 2 | 3 | 0
CCc1ccc(C(C)NC(=O)C2CCCC2)cc1 (configuration not stated) | -0.1 | -5.4 | . | -14 | -2 | 1 | -4 | -4
COc1ccc2[nH]c3c(=O)n4c(nc3c2c1)SCC4 | 0.0 | -0.7 | . | -3 | . | -2 | -2 | 5
Cc1ccc(NC(=O)c2nc[nH]c2C(=O)N2CCOCC2)c(C(=O)c2ccccc2)c1 | 0.1 | 2.6 | . | -3 | -6 | 3 | -2 | 3
O=c1cc(-c2ccccc2)[nH]c2cc(F)ccc12 | 0.3 | 2.3 | 0.4 | 13 | -3 | -7 | -22 | -1
CCOc1ccc(-c2[nH]ncc2-c2ccc(Cl)cc2)c(O)c1 | 0.1 | -0.7 | 0.5 | -16 | -10 | -1 | -14 | 7
C[C@H](CO)N1C[C@H](C)[C@@H](CN(C)Cc2ccccc2F)Oc2cc(C3=CCCCC3)ccc2S1(=O)=O | 0.4 | -3.2 | . | 7 | 9 | -13 | -1 | -2
CCC(=O)N1[C@@H](CO)[C@@H](c2ccccc2)C12CN(Cc1cc(F)ccc1F)C2 | 0.3 | 1.1 | -0.3 | 15 | . | -11 | -43 | 1
COc1ccc(S(=O)(=O)Nc2cccc3c2O[C@H](CN(C)S(=O)(=O)c2ccccc2)[C@H](C)CN([C@H](C)CO)C3=O)cc1 | -0.9 | -0.1 | -0.3 | 11 | 1 | 14 | . | .
CCCNC(=O)[C@@H]1[C@@H](CO)[C@@H]2Cn3c(cccc3=O)[C@@H]2N1C(=O)CC1CC1 | 0.3 | -1.1 | -0.5 | -1 | -16 | 5 | -33 | 1
COc1ccc(NC(=O)CN2CCN(C(C)=O)CC2)cc1S(=O)(=O)N1CCOCC1 | 0.0 | -2.2 | -0.4 | 0 | -1 | -3 | -8 | -2
Cc1ccc(CNC(=O)C2CCCN(c3nc(C)cc(C)n3)C2)cc1 (configuration not stated) | 0.2 | -1.4 | -1.4 | 31 | . | -1 | -9 | -1
C[C@@H]1CCCCO[C@@H](CN(C)Cc2ccccc2)[C@@H](C)CN([C@H](C)CO)C(=O)c2cc(NC(=O)CCCCCC(=O)Nc3ccccc3N)ccc2O1 | 0.2 | -3.7 | . | 27 | . | ? | -4 | 1
C=C(C)C(=O)N1CC2(CC(c3cccc(NC(=O)CCCCC)c3)=NO2)C[C@H]1C(N)=O (some centres not stated) | 0.2 | -3.4 | -0.1 | -2 | 0 | -3 | -6 | 8
CCC1=[N+](CC(=O)c2ccc(Br)cc2)CCn2c(C)ccc21 | 0.0 | -1.6 | . | -1 | 7 | -2 | -5 | -1
O=C(Cc1ccc([N+](=O)[O-])cc1)N/N=C/c1cccnc1 | 0.3 | -0.8 | . | -4 | . | 1 | -12 | 3
CCOC(=O)/C=C1/SCC(=O)N1CCOc1cccc(Br)c1 | 0.2 | -0.9 | -0.2 | -4 | . | -3 | -69 | 0
CCCC(=O)N1CCC2(CC1)CN(C(=O)C1CCOCC1)[C@@H](CO)c1[nH]c3cc(OC)ccc3c12 | 0.1 | 0.0 | -0.2 | 9 | . | 9 | . | .
O=C(c1ccncc1)N1CCCCN2[C@H](C1)[C@@H](c1ccc(-c3ccccc3)cc1)[C@@H]2CO | 0.0 | -1.9 | 0.8 | 5 | 4 | -15 | -1 | -2
CCCOc1ccc(-c2nnn(CC(=O)c3ccc4c(c3)OCCO4)n2)cc1 | . | -0.1 | . | -6 | -1 | 9 | -19 | -2
CCNC(=S)Nc1ccc2c(c1)oc1ccccc12 | 0.8 | 0.5 | 0.1 | . | 1 | -18 | -6 | 0
COc1ccccc1CNC(=O)COC(=O)COc1ccccc1F | 0.1 | -3.1 | -0.3 | -1 | 1 | -5 | -12 | 3
O=C(C[C@@H]1CC[C@@H](NC(=O)C2CCC2)[C@@H](CO)O1)NCc1ccncc1 | -0.1 | -1.4 | -0.1 | 22 | 6 | -6 | -10 | -3
O=C1NCCN1CCNS(=O)(=O)c1ccc(F)c(Cl)c1 | 0.1 | 0.2 | 0.0 | -14 | 1 | -3 | -10 | -3
COc1ccc(N2CCN(c3ccc(S(=O)(=O)N(C(C)C)C(C)C)cn3)CC2)cc1 | 0.0 | -1.2 | . | -1 | 5 | 0 | -14 | -4
